# KB-3-1 cytotox: qHTS assay for MDR1-selective chemotherapeutics: Primary screen using the parental adenocarcinoma cell KB-3-1. AID 1347075, 2019. Potency, µM (series often up to 46.1 µM), inactives show top-dose activity change, negative = cytotoxic, hits mostly cytotoxic. KB-3-1 viability, CellTiter-Glo ATP luminescence, 72 h. actives 1.4% (n = 400,000); further: potency means the concentration at half of the fitted maximal effect; on the % scale 0 is the no-effect control and ±100 the full control effect; nearly all actives have a fitted effect of over 60% in size
#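 Parental KB-3-1 viability, qHTS format: 72 h compound exposure, 37 °C; CellTiter-Glo; media-only wells and DMSO plates as controls; concentration-effect fits on corrected data.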
# ATXN2 expr inh: Primary qHTS for Inhibitors of ATXN expression | actives 0.72% (n = 360,000) | HEK-293 ATXN2-luciferase reporter, luminescence, 24 h | Potency, µM (titrated, usually from 57 µM), without a hit: top-dose activity change, negative = inhibition, actives largely listed as inhibitors; further: potency means the concentration at half of the fitted maximal effect; on the % scale 0 is the no-effect control and ±100 the full control effect; nearly all actives have a fitted effect of over 55% in size
#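 qHTS (up to 57 uM final) was run with 24 h compound exposure of reporter cells at 37 °C. Each well was multiplexed: SteadyGlo luminescence measured ATXN2-luciferase expression after a fluorogenic Gly-Phe-AFC viability readout (25 uM final).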
# HT1080 IDH1KD tx: qHTS for induction of synthetic lethality in tumor cells producing 2HG: qHTS for the HT-1080-IDH1KD cell line. Potency, µM (top dose mostly 46.1 µM), for inactives: at the top dose activity, negative = toxicity, hits mostly cytotoxic. actives 2% (n = 360,000). HT-1080 IDH1 knockdown viability, ATP luminescence, 48 h;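 further: potency means the concentration at half of the fitted maximal effect; 0% = DMSO wells and -100% = cell-free medium wells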
#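 HT-1080-IDH1KD cells (IDH1 knocked down), 750/well in RPMI with 5% FBS, treated with compound 48 h at 37 degrees C. Viability by CellTiter-Glo luminescence, normalised to DMSO and no-cell wells; concentration-response curves classed.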
# HT1080-NT tox: qHTS for induction of synthetic lethality in tumor cells producing 2HG: qHTS for the HT-1080-NT fibrosarcoma cell line. AID 686970, 2013. actives 1.6% (n = 360,000). HT-1080-NT fibrosarcoma viability, CellTiter-Glo ATP luminescence, 48 h. Potency, µM (titrated, usually from 46.1 µM), for the others: at the highest dose activity, negative = less viability, hits mostly cytotoxic;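 further: NT is the 2HG producing partner of a matched IDH1 knockdown line; potency means the concentration at half of the fitted maximal effect; 0% = DMSO-treated cells and -100% = media-only wells without cells; nearly all actives have a fitted effect of over 55% in size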
#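 Toxicity toward the 2HG-producing NT line was scored as %Activity, normalised to DMSO and no-cell wells, from CellTiter-Glo luminescence after 48 hours' treatment.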
# MCF10A rereplic: A quantitative high throughput screen for small molecules that induce DNA re-replication in MCF 10a normal breast cells; MCF 10A DNA re-replication, Hoechst nuclear intensity, 48 h; Potency, µM (highest dose often 46.1 µM), inactives show at the top dose activity, positive = re-replication, usual class: activators; actives 2.9% (n = 350,000); AID 624296, 2012; further: potency means the concentration at half of the fitted maximal effect; % of control where 0% means no effect; nearly all actives have a fitted effect of over 50% in size
# IL1B secr inh: qHTS for Inhibitors of Inflammasome Signaling: IL-1-beta AlphaLISA Primary Screen; THP-1 LPS/ATP IL-1B secretion, AlphaLISA, 16 h; stronger effect = lower value; activity change, % at 57.5 µM; actives 4.7% (n = 360,000); AID 743279, 2014; in the data active means activity change below about -50%; inconclusive means mostly about -30% to -49%; further: on the % scale 0 is the no-effect control and ±100 the full control effect
#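 Secreted IL-1B measured by AlphaLISA bead assay after 16 h compound exposure of THP-1 cells; compounds (final up to 57.5 uM) added 1 h before LPS (250 ng/mL) and ATP (1.25 mM) stimulation; lower signal means less secretion.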
# ATXN viability: Viability Counterscreen for Primary qHTS for Inhibitors of ATXN expression; AID 651635, 2014; actives 0.49% (n = 400,000); Potency, µM (highest dose often 56.7 µM), hits mostly cytotoxic; S2 cells (HEK-293 line with an ATXN2-luciferase reporter) viability, CellTiter-Fluor protease fluorescence, 24 h; further: potency means the concentration at half of the fitted maximal effect; nearly all actives have a fitted effect of over 40% in size
# SW480 rereplic: A quantitative high throughput screen for small molecules that induce DNA re-replication in SW480 colon adenocarcinoma cells | actives 1.8% (n = 340,000) | Potency, µM (top dose mostly 46.1 µM), without a hit: at the top dose re-replication activation, most hits filed as activators | SW480 DNA re-replication, Hoechst DNA content imaging, 48 h; further: potency means the concentration at half of the fitted maximal effect; % of control where 0% means no effect; nearly all actives have a fitted effect of over 55% in size
#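 Treated cells incubate 48 hr (37 C, 5% CO2), are stained 40 min with Hoechst, and nuclear fluorescence is enumerated; a rise in nuclei with high DNA signal marks re-replication.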
# KB-V1 cytotox: qHTS assay for MDR1-selective chemotherapeutics: Primary screen using the drug-selected MDR subline cells KB-V1; Potency, µM (doses to about 46.1 µM), without a hit: top-dose activity change, negative = cytotoxicity, most hits filed as cytotoxic; AID 1347076, 2019; actives 3.4% (n = 400,000); KB-V1 MDR cells viability, CellTiter-Glo, 72 h; further: potency means the concentration at half of the fitted maximal effect; on the % scale 0 is the no-effect control and ±100 the full control effect; nearly all actives have a fitted effect of over 60% in size
#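 Cytotoxicity toward P-gp-expressing KB-V1 cells was determined as loss of CellTiter-Glo luminescence after 72 h at 37 degrees C. Compounds were tested in quantitative HTS format across a concentration range, with curves fitted to normalized data.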
# * hit, by the source's call; i = inactive; ? = inconclusive; · = not tested or not shown; [ ] = remark or other dose. Unless noted, the call rests on the fitted dose curve; in most records, active means well fitted curve in the direction sought with a large enough effect; inconclusive means small, poorly fitted or top-dose-only effect, or another doubt; inactive means no such curve, though single readings can be large; an effect the other way counts as inactive or inconclusive.
SMILES,KB-3-1 cytotox,ATXN2 expr inh,HT1080 IDH1KD tx,HT1080-NT tox,MCF10A rereplic,IL1B secr inh,ATXN viability,SW480 rereplic,KB-V1 cytotox
CCCc1cc(NCCCn2ccnc2)n2nc(C)c(-c3ccccc3)c2n1,3%,2%,13µM*,?,?,·,i,-4%,?
O=C(CCCn1c(=S)[nH]c2ccsc2c1=O)NCCc1ccccc1,2%,·,-1%,2%,-2%,9,i,-3%,0%
COc1ccc(OC)c(NC(=O)c2ccno2)c1,5%,3%,?,21%,19%,8,i,5%,?
COc1ccc(-n2nc(C(=O)NCC(=O)NC3CCCC(C)C3C)c3ccccc3c2=O)c(OC)c1 (stereo not drawn),?,-18%,10%,14%,?,25,i,4%,?
O=C(C1=C(O)C(=O)N(Cc2ccco2)C1c1cccc(Cl)c1)c1ccco1 (stereo not drawn),-5%,-11%,-1%,-8%,0%,17,i,13%,21%
CCCNC(=O)C1(C)CCN(Cc2ccc(-n3ccnc3)cc2)C1 (stereo not drawn),0%,13%,9%,11%,·,0,i,·,-3%
CCC(C)NCCOc1ccc(C(C)(C)c2ccccc2)cc1 (stereo not drawn),?,-31%,?,18µM*,?,-66*,?,5%,?
COc1ccc(-c2cc(C(=O)N3CCCCC3)no2)cc1OC,5%,61%[activator],14%,16%,4%,7,i,-1%,-2%
Cc1ccc(Cn2ccc(O)c(Cc3ccccc3)c2=O)cc1,0%,·,9%,10%,23%,5,?,1%,11%
CCCCN(C(=O)CNC(=O)c1cccs1)C(C(=O)NC1CCCC1)c1ccncc1 (stereo not drawn),12%,-3%,3%,3%,7%,-23,?,6%,2%
Cc1cccc(CCNC(=O)c2cccc(N3CCCC3=O)c2)c1,-1%,·,0%,-4%,1%,-10,i,-4%,-16%
COc1ccccc1/C=N/N(C(C)=O)c1nc(-c2ccc(F)cc2)cs1,-5%,97%[activator],-1%,-13%,12%,-12,i,17%,1%
CC(=O)Nc1ccc(S(=O)(=O)Nc2nc(CN3CCOCC3)nc3sc4c(c23)CCCC4)cc1,14%,2%,9%,9%,1%,-4,i,-6%,17%
COc1ccc(CC(=O)N[C@@H]2c3ccccc3CC[C@@H]2OCc2ccccc2)cc1,0%,4%,-8%,-4%,?,-3,i,-14%,-2%
O=C(NNc1c2ccccc2nc2ccccc12)C12CC3CC(CC(C3)C1)C2,11%,-11%,13%,23%,6%,18,i,-16%,-4%
C=CCC[C@@H](Cc1ccc(F)cc1)C(=O)OC[C@H](C)NC(=O)[C@@H](CC=C)CC(=O)N[C@@H](CO)Cc1ccccc1,5%,-10%,3%,17%,24%,15,i,0%,-2%
COC(=O)C(Cc1ccccc1)NC(=O)c1ccc(NS(=O)(=O)c2ccc3[nH]c(=O)[nH]c3c2)cc1 (stereo not drawn),4%,-3%,5%,2%,-4%,-20,i,-13%,?
Cc1cc(C)c2nc(N3CCCC3)c(C#N)cc2c1,-8%,4%,-5%,-6%,14%,32,i,1%,-6%
COc1ccc(CCC(=O)N(C)CC(=O)Nc2ccc(Cl)c(C(F)(F)F)c2)cc1,-5%,-10%,?,-4%,?,i,i,-35%[inhibitor],?
O=C(Nc1c(Cl)ccc2nsnc12)c1cccnc1,5%,·,3%,-1%,-3%,-3,i,2%,9%
COc1ccc(/C=N/Nc2nc(Nc3ccccc3)nc(N3CCCCC3)n2)c(OC)c1,?,13%,0%,0%,-7%,-14,i,2%,-26%
CC(=O)Nc1cccc(NC(=S)Nc2ccc(F)cc2F)c1,13%,0%,9%,3%,6%,16,i,26%,20%
O=C(CN1C(=O)NC2(CCOc3ccccc32)C1=O)c1ccc[nH]1 (stereo not drawn),16%,-6%,0%,-7%,0%,9,i,-3%,5%
O=C(OCCOc1ccc(Cl)cc1)c1cc(S(=O)(=O)N2CCCCC2)ccc1N1CCOCC1,?,·,?,-19%,3%,12,?,-5%,?
Cc1cc(Br)cc(/C=N/NC(=O)c2ccc3c(c2)OCO3)c1O,?,·,16µM*,?,-1%,69,?,?,-14%
SMILES,KB-3-1 cytotox,ATXN2 expr inh,HT1080 IDH1KD tx,HT1080-NT tox,MCF10A rereplic,IL1B secr inh,ATXN viability,SW480 rereplic,KB-V1 cytotox
CSc1cccc(CN2CCN(CCC(C)C)C(CCO)C2)c1 (stereo not drawn),-1%,-7%,-9%,-9%,13%,-1,i,-6%,2%
Cc1ccc([C@H]2N[C@]3(CCCN(Cc4ccc(C(F)(F)F)cc4)C3=O)[C@H]3C(=O)N(C)C(=O)[C@@H]23)cc1,11%,-10%,12%,-4%,·,9,i,·,25%
O=C(CSc1nnc(N2CCOCC2)n1-c1cccc(F)c1)N1CCN(c2ccccn2)CC1,18%,21%,7%,11%,?,3,i,-1%,?
O=c1cc(Cn2ccnc2)c2cc(O)ccc2o1,0%,5%,4%,1%,-1%,0,i,-9%,?
CCCCCCCCCCOC(=O)Cn1c(COc2cccc(OC)c2)[n+](C)c2ccccc21,-1%,·,-10%,-11%,?,-79*,?,-7%,2%
O=S(=O)(Nc1ccc2cn[nH]c2c1)c1ccc(Cl)cc1,-6%,·,-12%,-13%,2%,10,i,1%,?
COc1ccc(NC(=O)COc2ccc(/C=C/c3cc[n+](C)cc3)cc2OC)cc1,?,-7%,7%,-2%,?,-54*,i,8.2µM*,2%
CCC(OC(=O)c1cccs1)C(=O)NCc1ccc(C)cc1 (stereo not drawn),1%,-1%,11%,14%,-18%,31,i,-16%,-13%
O=C(COC(=O)C1CCN(S(=O)(=O)c2ccc3c(c2)OCCO3)CC1)Nc1cc(C(F)(F)F)ccc1Cl,18%,-2%,15%,13%,-8%,16,i,-69%[inhibitor],?
O=C(CSc1ccccc1)NC1CCCCCCC1,0%,25%,-11%,-1%,?,-19,i,-7%,-20%
COc1ccc(CCNC(=O)CN2C(=O)CCSc3ccccc32)c(OC)c1,14%,-11%,6%,17%,6%,-5,i,-11%,-1%
CC/C(=N\NC(=S)Nc1ccc(OC)cc1)c1ccc(OC(F)F)cc1,-25%,-5%,?,?,?,17,?,?,?
O=C(CSc1nc2ccccc2s1)N1N=C(c2cccs2)CC1c1ccc(F)cc1 (stereo not drawn),-4%,-7%,-5%,-1%,16µM*,-7,i,0%,?
COc1ccc(NC(=S)NCC(O)c2ccccc2)c(OC)c1 (stereo not drawn),-2%,3%,1%,0%,5%,-3,i,1%,-10%
CCOC(=O)COc1cc(N2C(=O)CSCC2=O)c(Cl)cc1Cl,8%,-4%,0%,6%,-7%,-99*,i,-1%,13%
Cc1ccc(N(CC(=O)NCC2CCCO2)S(=O)(=O)c2ccccc2)c(C)c1 (stereo not drawn),-5%,-9%,3%,-3%,-2%,19,i,0%,?
Clc1ccccc1-c1nnc2sc(-c3cccs3)nn12,3%,9%,2%,10%,17%,-3,i,1%,-16%
Cc1cc[n+](CCC(=O)O)c2ccccc12,4%,-7%,3%,6%,-3%,-12,i,-1%,20%
CC(C)c1ccc(S(=O)(=O)N2CCN(C(=O)C3CCN(C(=O)c4ccc(F)cc4)CC3)CC2)cc1,0%,-4%,-16%,-8%,3%,4,i,-3%,-22%
CC1=NC(C)(C)CC2CCC(O)C12 (stereo not drawn),·,0%,1%,-9%,?,10,i,-9%,·
COC(=O)c1ccc(/C=N/NC(=O)c2ccccc2Cl)cc1,8%,8%,0%,7%,0%,1,i,0%,13%

# Reformatted with two lines to a compound: part of the list above.
# Values run as follows: KB-3-1 cytotox | ATXN2 expr inh | HT1080 IDH1KD tx | HT1080-NT tox | MCF10A rereplic | IL1B secr inh | ATXN viability | SW480 rereplic | KB-V1 cytotox
> CSc1cccc(CN2CCN(CCC(C)C)C(CCO)C2)c1 (stereo not drawn)
  -1% | -7% | -9% | -9% | 13% | -1 | i | -6% | 2%
> Cc1ccc([C@H]2N[C@]3(CCCN(Cc4ccc(C(F)(F)F)cc4)C3=O)[C@H]3C(=O)N(C)C(=O)[C@@H]23)cc1
  11% | -10% | 12% | -4% | · | 9 | i | · | 25%
> O=C(CSc1nnc(N2CCOCC2)n1-c1cccc(F)c1)N1CCN(c2ccccn2)CC1
  18% | 21% | 7% | 11% | ? | 3 | i | -1% | ?
> O=c1cc(Cn2ccnc2)c2cc(O)ccc2o1
  0% | 5% | 4% | 1% | -1% | 0 | i | -9% | ?
> CCCCCCCCCCOC(=O)Cn1c(COc2cccc(OC)c2)[n+](C)c2ccccc21
  -1% | · | -10% | -11% | ? | -79* | ? | -7% | 2%
> O=S(=O)(Nc1ccc2cn[nH]c2c1)c1ccc(Cl)cc1
  -6% | · | -12% | -13% | 2% | 10 | i | 1% | ?
> COc1ccc(NC(=O)COc2ccc(/C=C/c3cc[n+](C)cc3)cc2OC)cc1
  ? | -7% | 7% | -2% | ? | -54* | i | 8.2µM* | 2%
> CCC(OC(=O)c1cccs1)C(=O)NCc1ccc(C)cc1 (stereo not drawn)
  1% | -1% | 11% | 14% | -18% | 31 | i | -16% | -13%
> O=C(COC(=O)C1CCN(S(=O)(=O)c2ccc3c(c2)OCCO3)CC1)Nc1cc(C(F)(F)F)ccc1Cl
  18% | -2% | 15% | 13% | -8% | 16 | i | -69%[inhibitor] | ?
